GlmU inhibition: inhibition of mycobacterial GlmU enzyme – biochemical, glucosamine-1-phosphate acetyltransferase (AID 1376); M. tuberculosis GlmU acetyltransferase enzyme assay; higher % means a stronger effect; inhibition, %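 (tested at 30 µM in the primary screen)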, or IC50 in µM where a hit was titrated; hit rate 0.25% among 220,000; in the data active = inhibition above about 13%;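 also: 0% = complete reaction with vehicle and 100% = reaction without substrate; strong numbers were not always called active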
Mtb RmlCD inh: M. tuberculosis RmlC/RmlD inhibition | hit rate 0.03% among 160,000 | inhibition, % at 3.6 µM | AID 1533 | RmlC+RmlD coupled enzyme assay, percent inhibition; primary screen in compound mixtures | P9WH09+P9WH11; in the data active = inhibition mostly above about 34%, no sharp cut-off; also: some results filed as inactive read as strong as hits
Target sequence (P9WH09 whole entry, looked up): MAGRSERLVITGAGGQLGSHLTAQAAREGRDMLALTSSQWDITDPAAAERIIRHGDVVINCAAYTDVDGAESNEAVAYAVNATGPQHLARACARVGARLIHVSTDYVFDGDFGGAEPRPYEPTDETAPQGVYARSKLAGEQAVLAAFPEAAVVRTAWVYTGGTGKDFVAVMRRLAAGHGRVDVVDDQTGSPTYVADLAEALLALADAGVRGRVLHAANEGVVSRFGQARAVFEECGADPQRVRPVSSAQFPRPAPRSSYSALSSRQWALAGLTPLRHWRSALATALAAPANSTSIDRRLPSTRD
Target sequence (P9WH11 whole entry, looked up): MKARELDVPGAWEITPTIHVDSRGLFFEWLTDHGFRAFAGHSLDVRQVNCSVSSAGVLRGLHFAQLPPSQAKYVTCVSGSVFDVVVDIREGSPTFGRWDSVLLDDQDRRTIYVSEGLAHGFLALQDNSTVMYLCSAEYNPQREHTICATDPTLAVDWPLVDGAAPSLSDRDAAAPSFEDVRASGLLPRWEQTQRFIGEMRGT
Starred values were filed as active, the others as inactive; x = no result given.

SMILES	GlmU inhibition	Mtb RmlCD inh
O=C(CCCCCN1C(=O)CCC1=O)NCc1ccccc1	-1.5%	-7
N#CCCn1c(SCC(=O)c2c[nH]c3ccccc23)nc2ccccc21	3.2%	13
O=C(C[n+]1cc2ccccc2c2ccccc21)c1ccccc1	-2.9%	x
C/C(=N/N1CCN(Cc2cccc3ccccc23)CC1)c1cccnc1	6.7%	4
O=C(c1ccc(Br)o1)N1CCN(c2ccccn2)CC1	3.3%	12
CC(C)C1C2=C(CC(C)(C)CC2=O)ON1c1ccccc1 (stereo not given)	1.8%	6
Cn1c(=O)c2c(nc(N3CCCC3)n2CC(O)CO)n(C)c1=O (stereo not given)	-0.2%	0
CCc1cc(=O)[nH]c(-n2[nH]c(-c3ccccc3)cc2=O)n1	0.9%	x
Cc1cc(/C=C2\C(=N)N3C(SCc4ccccc4)=NSC3=NC2=O)c(C)n1Cc1ccccc1	-3.7%	13
Cc1cc(C)nc(Nc2nc3ccccc3s2)n1	-3.2%	-9
CCN1CCN(C(=S)Nc2cc(S(=O)(=O)N(CC)CC)ccc2C)CC1	-1.6%	-10
CC(C)(C)C1CCc2c(sc3ncn(N)c(=N)c23)C1 (stereo not given)	-1.7%	51
CCCCC1CCC(/C(N)=N/O)CC1 (stereo not given)	-5.8%	2
COCc1cc(C)nc2sc(C(=O)NC3CCCCC3)c(N)c12	2.3%	6
CCc1nnc(NC(=O)CSc2nnc(-c3ccccc3O)o2)s1	-2.6%	-6
Cc1ccccc1S(=O)(=O)c1c(C)cc(C)n(CC(C)C)c1=O	2.6%	x
c1ccc(-c2nc(CSc3nnc(-c4cccs4)o3)cs2)cc1	3.0%	-12
CC(C)CC(NC(N)=O)C(=O)Nc1ccc2c(c1)OCO2 (stereo not given)	2.1%	2
O=C(NCc1ccc(OC(F)(F)F)cc1)C1CC(c2ccccc2C(F)(F)F)=NO1 (stereo not given)	5.7%	x
Cc1ccccc1-c1nnc(-c2ccc(Br)cc2)o1	-3.6%	42

In the list so far, these contain four or more nitrogen atoms:
SMILES	GlmU inhibition	Mtb RmlCD inh
N#CCCn1c(SCC(=O)c2c[nH]c3ccccc23)nc2ccccc21	3.2%	13
C/C(=N/N1CCN(Cc2cccc3ccccc23)CC1)c1cccnc1	6.7%	4
Cn1c(=O)c2c(nc(N3CCCC3)n2CC(O)CO)n(C)c1=O (stereo not given)	-0.2%	0
CCc1cc(=O)[nH]c(-n2[nH]c(-c3ccccc3)cc2=O)n1	0.9%	x
Cc1cc(/C=C2\C(=N)N3C(SCc4ccccc4)=NSC3=NC2=O)c(C)n1Cc1ccccc1	-3.7%	13
Cc1cc(C)nc(Nc2nc3ccccc3s2)n1	-3.2%	-9
CCN1CCN(C(=S)Nc2cc(S(=O)(=O)N(CC)CC)ccc2C)CC1	-1.6%	-10
CC(C)(C)C1CCc2c(sc3ncn(N)c(=N)c23)C1 (stereo not given)	-1.7%	51
CCc1nnc(NC(=O)CSc2nnc(-c3ccccc3O)o2)s1	-2.6%	-6

The list continues.
SMILES	GlmU inhibition	Mtb RmlCD inh
CNC(=O)c1cccn(Cc2cccc(C(F)(F)F)c2)c1=O	2.7%	-4
CCn1nc(C)c(/C=N/NC(=O)Cc2ccc(Cl)cc2)c1C	2.5%	-6
Cc1cc(Cl)ccc1C(=O)C1CCCN(C(=O)CCN2CCCO2)C1 (stereo not given)	-4.6%	-4
N#C/C(=C\c1sc(N2CCOCC2)nc1-c1ccccc1)C(=O)Nc1cccc2ccccc12	-1.2%	5
CCc1ccc(NC(=O)c2ccccc2Br)cc1	4.2%	x
O=C(c1nc2ncccn2n1)N1CCN(c2ccc(F)cc2)CC1	0.2%	4
CCOC(=O)c1c(-c2ccc(C)o2)csc1NC(=S)NC(=O)c1ccc(F)cc1	5.2%	x
COc1ccccc1NC(=O)C1=C(C)NC(=O)NC1c1cccc(OC)c1OC (stereo not given)	-4.2%	-12
O=C(N/N=C/C(Cl)=C/c1ccc([N+](=O)[O-])cc1)C(=O)Nc1cccc(C(=O)O)c1	3.0%	x
C/C(=N\Nc1ncc(Cl)cc1Cl)c1cccs1	-4.2%	-9
CC(C)C1CC(C(F)(F)F)n2nc(C(=O)O)cc2N1 (stereo not given)	6.8%	x
O=C(COC(=O)c1cc(=O)[nH]c2ccccc12)NC1CCCC1	-0.1%	x
C/C(CC(=O)Nc1cccc(Cl)c1Cl)=N\NC(=O)c1ccccc1Br	-4.6%	-5
CCCCOC(=O)c1ccc(NC(=O)COC(=O)CSc2nc(C)cc(C)n2)cc1	0.7%	-16
CCCCN(C)Cc1c(O)ccc2c(-c3ccccc3)cc(=O)oc12	4.5%	13
COc1ccc2nc(C)cc(N3CCC(C(N)=O)CC3)c2c1	4.3%	46
COC(=O)C1=C(N)Oc2cc(C)n(CCc3ccccc3)c(=O)c2C1c1cccnc1 (stereo not given)	-0.2%	x
CCOc1ccc(/C=C/C(=O)Nc2ccc(C(N)=O)cc2)cc1OC	3.2%	x
COc1cccc(-c2nnc(-c3ccco3)o2)c1	6.4%	6
CCCCn1c(N)c(N(CCOC)C(=O)CN2c3ccccc3CC2C)c(=O)[nH]c1=O (stereo not given)	0.6%	6
COc1ccc(S(=O)(=O)Nc2cc(C)c(O)cc2C(C)C)cc1	3.7%	x
N#Cc1ccc(-c2ccc(F)cc2)nc1Sc1ccccc1	-2.9%	18
CCc1ccc(CN(C)CC(=O)Nc2ccc3c(c2)CCC3)cc1	-3.3%	x
O=C(C1CCN(S(=O)(=O)c2cccc3nsnc23)CC1)N1CCc2ccccc21	2.4%	-2
COCCNc1ccnc2c(Cl)cccc12	-1.5%	x
O=[N+]([O-])c1ccc(-c2nc(NCC3CCCO3)c3ccccc3n2)cc1 (stereo not given)	4.7%	5
Cc1ccc(N2C(=O)[C@@H]3[C@H](C2=O)C2c4ccccc4C=NN2[C@@H]3C(=O)c2ccc(Cl)cc2)cc1 (stereo not given in full)	-6.5%	-7
COc1ccc(N/C(C)=C/C(=O)c2ccccc2)cc1	11%	-8
O=C(C1CCCN(S(=O)(=O)c2cccs2)C1)N1CCc2ccccc2C1 (stereo not given)	-3.1%	-11
C=CCC1(N(C(C)=O)c2ccccc2)CCCCC1	1.9%	x
O=C1N/C(=C\c2nc3ccccc3s2)c2ccccc21	4.0%	-8
COc1ccc(CNc2ccc3c(c2)CCC3)cc1OC	3.1%	-9
Cc1ccc(-c2nn(C)c(=O)c3ccccc23)cc1S(=O)(=O)NCCN1CCOCC1	7.6%	-11
COc1cc(/C=N/NC(=O)Cn2ccc(C(F)(F)F)n2)cc(OC)c1OC	3.2%	-11
CCOc1cccc2cc(-c3nnc(NCc4ccc5c(c4)OCO5)s3)c(=O)oc12	0.7%	-3
CC(=O)c1c(C)[nH]c(C(=O)OCC(=O)Nc2cccc(S(=O)(=O)N(C)C)c2)c1C	1.9%	1
CCOc1cc(C(=O)Nc2c(C)ccc3nsnc23)cc(OCC)c1OCC	-0.6%	x
Cc1ccccc1NC(=O)COC(=O)CCc1ccccc1	-0.5%	-11
CCCCn1c(SCC(=O)Nc2nnc(C)s2)nnc1-c1ccoc1C	1.3%	18
CC/C(Cc1ccccc1)=N\NC(=O)c1cc([N+](=O)[O-])cc([N+](=O)[O-])c1	-7.7%	9
OCCNc1cc(-n2nc(-c3ccccc3)cc2-c2ccccc2)ncn1	2.5%	x
Nc1cc(=O)[nH]c(=O)n1Cc1ccccc1	0.3%	x
CCOc1ccc(C(C)NC(=O)Nc2ccccc2C(=O)OC)cc1 (stereo not given)	3.2%	2
CCn1ncc(C2=NOC(C(=O)Nc3c(C)nn(Cc4ccc(F)cc4)c3C)C2)c1C (stereo not given)	-5.5%	-7
Cc1cccc(N2CCN(c3nnc(C(F)(F)F)s3)CC2)c1	6.6%	12
CCOc1c(Cl)cc(CNc2ccc(N3CCCC3)cc2)cc1OC	-1.1%	0
CCOC(=O)c1c(NC(=O)CSc2c[nH]c3ccccc23)sc2c1CCC2	5.9%	x
CCC(c1nnnn1C1CCCC1)N1CCN(c2ccccc2)CC1 (stereo not given)	6.2%	7
COc1ccc(NC(=O)CSc2nc3ccccc3c(=O)n2Cc2cccs2)c(OC)c1	-2.6%	-19
O=C(CCn1ccnc1)Nc1nc2ccccc2[nH]1	2.2%	5

Next part.
SMILES	GlmU inhibition	Mtb RmlCD inh
Cc1ccsc1/C=N/n1c(-c2ccccc2)n[nH]c1=S	-0.7%	-21
CS(=O)(=O)N(Cc1ccccc1)c1ccccc1C(=O)N1CCN(c2ccccc2)CC1	-4.6%	1
Cc1noc(C)c1COC(=O)[C@@H](NC(=O)c1ccccc1)C(C)C	1.8%	22
Cc1c(C#N)c(N=CN(C)C)c(C(=O)c2ccc(Br)cc2)n1-c1ccc(Cl)cc1	-3.6%	-7
CCOC(=O)/C=C1\SCC(=O)N1CC(=O)Nc1ccc(C(C)C)cc1	2.7%	x
CCN(CC)C(=O)CSc1nnc(C2CCCCC2)o1	2.0%	12
Cc1ccc(/C=C/C(=O)OCC(=O)Nc2ccccc2Sc2ccccc2)cc1	-2.0%	-2
COc1cc(/C=N/NC(=O)CCN2CCN(c3ccccc3)CC2)cc(OC)c1OC	6.2%	-7
Cc1ccc(NC(=S)Nc2ccc(Cl)c(Cl)c2)c(OC(F)F)c1	-0.2%	-5
CC(C)C(=O)NC(=S)Nc1nnn(C)n1	1.8%	x
COc1cccc(-c2cc(C(F)(F)F)n3nc(C(=O)N4CCCCC4c4cccnc4)cc3n2)c1 (stereo not given)	0.0%	5
CCOc1ccccc1CNC(=O)c1nn(CC)cc1[N+](=O)[O-]	2.6%	6
O=C(COC(=O)CCN=C1NS(=O)(=O)c2ccccc21)NC1CCCCCCC1	2.6%	46
Cc1nc2ccc(Cl)cc2c(-c2ccccc2)c1CC(=O)O	2.4%	3
CC(=O)NCCNC(=O)C1CCCCN1S(=O)(=O)c1ccccc1 (stereo not given)	-8.7%	16
CCC(=NCCC(c1ccccc1)c1ccccc1)c1c(O)n(C)c(=O)n(C)c1=O	-3.1%	-14
O=C(Cn1nc(-c2ccccc2)ccc1=O)NCc1ccc2c(c1)OCO2	1.1%	x
CC(/C=N/NC(=O)c1cccs1)=C\c1ccccc1	1.4%	-8
Cc1nnc(SCC(=O)NC(=O)NCCC(C)C)s1	7.8%	4
COc1ccc(S(=O)(=O)N(C)CC(=O)Nc2ccc3c(c2)OCO3)cc1	-1.3%	11

Next section; the last two above are carried over.
SMILES	GlmU inhibition	Mtb RmlCD inh
Cc1nnc(SCC(=O)NC(=O)NCCC(C)C)s1	7.8%	4
COc1ccc(S(=O)(=O)N(C)CC(=O)Nc2ccc3c(c2)OCO3)cc1	-1.3%	11
CC(C)Oc1ccc(/C=N/NC(=O)C2CCCN2S(=O)(=O)c2ccc(Cl)cc2)cc1 (stereo not given)	-7.9%	-4
Nn1c(Cc2cccc3ccccc23)nnc1SCCOc1ccc(F)cc1	-8.2%	11
C=C1c2cc(C)c(C)cc2NC(=O)N1c1ccccc1	0.3%	x
Cc1cc(S(=O)(=O)N2CCCC2)ccc1OCC(=O)N1CCC(C(N)=O)CC1	1.5%	7
COC(=O)C1=C(O)CSC1=Nc1ccc(C)cc1	1.0%	7
CCN(CC)S(=O)(=O)c1ccc(NC2c3ccccc3C(=O)N2CCN2CCOCC2)cc1 (stereo not given)	-6.5%	-2
CC(Sc1nc2cc([N+](=O)[O-])ccc2n1-c1cccc(C(F)(F)F)c1)C(=O)NC(N)=O (stereo not given)	-3.9%	-13
CCOc1ccc(-n2ccnc2SCC(=O)Nc2nnc(C)s2)cc1	6.5%	x
CNc1nc(C)cc(C)c1S(=O)(=O)c1ccc(Cl)cc1	0.5%	9
COc1cc(CNc2cccc(F)c2)cc(Br)c1O	8.0%	x
CC(C)[C@H](NC(=O)c1ccco1)C(=O)OCC(=O)Nc1ccccc1OC(F)F	10%	-8
COc1ccc(CN(Cc2nc3ccccc3c(=O)[nH]2)C(=O)NC2CCCCC2)cc1	0.0%	-10
CC(C)C(NC=C1C(=O)OC(C)(C)OC1=O)C(=O)O (stereo not given)	-3.5%	x
CCOC(=O)c1c(C)[nH]c(C(=O)COc2ccc3c(c2)OCO3)c1C	-2.4%	14
Cc1ccc(CNc2ccc(N3CCOCC3)cc2)s1	-3.4%	-4
Cc1ccc(C(=O)c2cncc(Br)c2)cc1	1.3%	5
COC(=O)CSC(C)C(=O)Nc1nnc(C(C)C)s1 (stereo not given)	5.4%	4
Cc1cc(C)n2c(Br)c(CN3CC4CC(C3)c3cccc(=O)n3C4)nc2n1 (stereo not given)	-3.2%	x
Cc1ccc(CN(C(=O)CNC(=O)c2cccs2)C(C(=O)NCC2CCCO2)c2ccccc2)cc1 (stereo not given)	-6.0%	-4
O=C1CCC(=O)N1c1ccc(-c2nc3sc4c(c3c(=O)o2)CCC4)cc1	6.2%	6
COC(=O)Cn1cnc2c(C#N)c3n(c2c1=O)CCCCC3	4.0%	4
CC1CCN(c2c(NCc3ccc(C(=O)NCc4ccccc4)cc3)c(=O)c2=O)CC1	-5.3%	x
Cc1ccc(C)c(S(=O)(=O)N/N=C2/CCCc3ccccc32)c1	7.8%	-6
CNC(=O)c1ccsc1NC(=O)CCS(=O)(=O)c1ccccc1	-4.8%	-4
O=C(COC(=O)/C=C/c1nc2ccccc2s1)Nc1cccc(Cl)c1Cl	-1.9%	7

2 entries from above, field by field.
CC1CCN(c2c(NCc3ccc(C(=O)NCc4ccccc4)cc3)c(=O)c2=O)CC1
  GlmU inhibition = -5.3%; Mtb RmlCD inh = x

CNC(=O)c1ccsc1NC(=O)CCS(=O)(=O)c1ccccc1
  GlmU inhibition = -4.8%; Mtb RmlCD inh = -4

3 entries already listed, sorted by length of the SMILES, highest first:
SMILES	GlmU inhibition	Mtb RmlCD inh
Cc1ccccc1S(=O)(=O)c1c(C)cc(C)n(CC(C)C)c1=O	2.6%	x
CNC(=O)c1ccsc1NC(=O)CCS(=O)(=O)c1ccccc1	-4.8%	-4
Cc1nc2ccc(Cl)cc2c(-c2ccccc2)c1CC(=O)O	2.4%	3

An excerpt; rates above refer to the full screens.
